# HCV core dimer – HCV core protein dimerization inhibition | 0.33% of 300,000 active | inhibition, % at 5 µM | TR-FRET GST/Flag-core106 dimerization, 1536-well;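 active = inhibition above the mean of all tested compounds plus 3 SD, set per screening campaign, cut at about 45% in these data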
#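 Assay system – GST-tagged and Flag-tagged HCV core protein residues 1-106 · Quantity – core106 proteins, GST 13.5 nM and Flag 17 nM · Benchmarks – unlabelled core106 and no-GST-core106 wells · Read-out basis – percent inhibition of core106 dimerization signal · Detection – time-resolved FRET, ex 340 nm, em 617 and 671 nm · Schedule – 4 h at 22.5 °C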
# GASC-1 inh – inhibitors of human GASC-1 (JMJD2C) demethylase | inhibition, % at 2.35 µM | AID 2099 | Q9H3R0 | 0.069% of 330,000 active | GST-JMJD2C(1-420) H3K9me3 demethylation, DELFIA europium;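 active = more than half of a compound's replicate wells show inhibition beyond 50%, single wells judged on their own value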;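 also: signal counts dimethyl H3K9 product captured on neutravidin plate; 0% = median of DMSO wells and 100% = 0.3 times that DMSO median; strong numbers were not always called active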
# Target sequence (Q9H3R0 1-420 limits assumed): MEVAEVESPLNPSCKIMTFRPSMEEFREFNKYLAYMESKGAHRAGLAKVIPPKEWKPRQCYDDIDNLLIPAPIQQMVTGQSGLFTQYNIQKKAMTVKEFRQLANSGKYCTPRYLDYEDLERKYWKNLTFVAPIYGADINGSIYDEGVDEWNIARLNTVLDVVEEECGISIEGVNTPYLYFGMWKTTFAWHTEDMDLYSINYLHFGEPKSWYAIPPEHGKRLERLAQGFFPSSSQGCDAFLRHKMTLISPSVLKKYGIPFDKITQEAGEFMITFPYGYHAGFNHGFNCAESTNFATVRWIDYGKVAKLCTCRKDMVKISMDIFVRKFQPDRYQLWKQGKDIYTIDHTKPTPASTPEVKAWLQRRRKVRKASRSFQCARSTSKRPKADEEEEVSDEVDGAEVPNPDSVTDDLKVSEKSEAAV
# proCasp7 act – counter-screen for procaspase-3 activators: activators of human procaspase-7 | P55210 | recombinant procaspase-7, Ac-DEVD-pNA absorbance 405 nm; D23A/D198A/D206A triple mutant, cannot self-cleave; scale: DMSO 0, 5 µM enzyme 100 | activation, % at 8.5 µM | 0.093% of 330,000 active | AID 463210;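 active = percent activation above the screen-wide mean plus 3 SD, cut at about 25% in these data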
# Target sequence (P55210 whole entry D23A/D198A/D206A): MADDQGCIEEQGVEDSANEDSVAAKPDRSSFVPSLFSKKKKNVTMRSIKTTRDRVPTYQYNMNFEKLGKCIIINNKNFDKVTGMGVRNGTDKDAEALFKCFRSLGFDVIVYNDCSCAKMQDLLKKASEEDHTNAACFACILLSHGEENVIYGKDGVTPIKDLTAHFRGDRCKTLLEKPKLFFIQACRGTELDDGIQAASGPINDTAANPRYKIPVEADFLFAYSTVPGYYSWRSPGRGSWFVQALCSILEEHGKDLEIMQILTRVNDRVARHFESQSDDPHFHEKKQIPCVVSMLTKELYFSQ
#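 Assay system: Uncleavable procaspase-7 mutant enzyme | Input: 2 µM procaspase-7 mutant as dispensed | Timing: 1 h compound preincubation, 2 h substrate cleavage, 25 °C | Repeats: One well per compound | Control set: DMSO wells as 0%, DMSO with 5 µM added PC-7 as 100% | Technique: Epi-absorbance of released pNA at 405 nm, two timepoints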
# Efflux pump mplx – antifungal efflux pump inhibition, Nile Red retention; S. cerevisiae Candida pump triplex; inhibition, % at 10 µM; 0.44% of 330,000 active; AID 485275;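 active = plate passing quality check with inhibition over a set limit, or well fluorescence over plate mean plus 4 SD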;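 also: Nile Red retained in pooled yeast measured as flow cytometry median fluorescence; 0% = buffer negative control and 100% = Enniatin B positive control; higher means more Nile Red kept so more efflux inhibition; some compounds called inactive have numbers as strong as hits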
# procasp3 activ – activates human procaspase-3; recombinant procaspase-3 D3A, Ac-DEVD-pNA absorbance 405 nm; activation, % at 8.5 µM; 0.11% of 330,000 active; AID 463141;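 active = activation above the mean of all tested compounds plus 3 SD, cut at about 21% in these data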;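 also: 0% = DMSO alone and 100% = DMSO wells spiked with extra 5 µM PC-3 D3A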
# Target sequence (P42574 whole entry D9A/D28A/D175A): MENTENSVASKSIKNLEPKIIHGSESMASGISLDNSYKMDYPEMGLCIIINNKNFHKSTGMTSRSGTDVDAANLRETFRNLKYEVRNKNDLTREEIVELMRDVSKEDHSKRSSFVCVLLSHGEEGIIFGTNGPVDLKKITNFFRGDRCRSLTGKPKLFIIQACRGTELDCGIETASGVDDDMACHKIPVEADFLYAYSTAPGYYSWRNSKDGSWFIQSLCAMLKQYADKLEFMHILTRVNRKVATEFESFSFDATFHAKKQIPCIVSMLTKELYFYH
#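 Assay system: Autoprocessing-dead procaspase-3 D3A mutant enzyme; also added: Ac-DEVD-pNA; doses: one concentration, 8.5 µM nominal, 0.8% DMSO; times: 1 h compound preincubation, 2 h substrate hydrolysis at 25 °C; technique: 405 nm absorbance of p-nitroaniline, reads at 0 and 120 min; measure: % activation between DMSO and enzyme-spiked controls; repeats: single replicate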
# CTSL1 counter – counter-screen for PFM18AAP inhibitors: inhibitors of F. hepatica cathepsin L1; recombinant F. hepatica cathepsin L1, Z-Leu-Arg-MCA fluorescence; inhibition, % at 5.96 µM; AID 1906; 0.49% of 300,000 active;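 active = inhibition above the mean of all tested compounds plus 3 SD, set per screening campaign, cut at about 17% in these data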;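 also: 0% = plate median of test compound wells and 100% = 1 µM Z-Phe-Ala-diazomethylketone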
# PP1 inh – counter-screen for PP5 inhibitors: inhibitors of human PP1-alpha. P62136. purified PP1alpha, OMFP fluorescence. inhibition, % at 6.7 µM. 0.9% of 320,000 active;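 active = inhibition above the mean inhibition of all tested compounds plus 3 SD, computed separately for each screening campaign, cut at about 15% in these data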
# PP5 primary – blocks human protein phosphatase 5 activity; purified PP5c, OMFP substrate fluorescence; AID 1987; inhibition, % at 6.7 µM; 0.18% of 320,000 active;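 active = inhibition above the campaign's mean inhibition across all tested compounds plus 3 SD, cut at about 9.5% in these data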;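 also: 0% = DMSO only and 100% = 100 µM cantharidin control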
# TPT1 inh – C. albicans TPT1 enzyme inhibition | 0.81% of 300,000 active | recombinant caTPT1, FP RNA substrate dephosphorylation | inhibition, % at 5 µM;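 active = inhibition above the mean of all tested compounds plus 3 SD, set per screening campaign, cut at about 24% in these data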;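 also: plate controls were DMSO alone for no effect and ferristatin control at 100 nM for full effect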
# An asterisk follows results filed as active; / = no result given.
# Screens in order: HCV core dimer, GASC-1 inh, proCasp7 act, Efflux pump mplx, procasp3 activ, CTSL1 counter, PP1 inh, PP5 primary, TPT1 inh
- O=C1COc2ccc(C(=O)CSc3nnnn3-c3ccccc3)cc2N1
→ -0.6, -6.6, 4.2, -0.1, 2.5, 2.8, -0.7, 0.3, -2.1
- CCc1ccc(NC(=S)N2CCC(NC(=O)C3CCCCC3)CC2)cc1
→ -8.5, -10.9, 8.6, 0.0, 3.5, -4.1, 0.1, -0.6, -5.7
- CCOC(=O)/C(C#N)=C/c1cn(CCC(=O)O)nc1-c1ccc(Cl)cc1
→ -2.8, 10.3, 3.2, 0.0, 3.0, 3.0, -0.9, 1.4, -6.3
- CCn1c(=N)n(CC(=O)c2cccc([N+](=O)[O-])c2)c2ccccc21
→ 5.7, -1.5, 4.0, -0.1, -3.7, 0.2, -2.5, 2.0, 2.7
- COc1ccc(C(=O)C[n+]2cccc(C(N)=O)c2)cc1
→ -3.6, 5.8, -0.4, 0.0, -6.7, 2.8, -0.6, 1.0, 8.8
- COc1ccc2cc(-c3ccccc3)ncc2c1
→ -3.3, -2.7, 0.0, 0.2, -3.5, 0.8, -4.0, 1.9, -0.9
- C/C(=C\C(=O)c1cccnc1)Nc1ccc(O)cc1
→ -21.6, -1.2, -31.0, -0.1, -10.6, 10.6, -6.1, -4.9, -2.3
- CC1=C(C)CC(C(=O)NC2CCN(C(C)C)CC2)C(C(=O)O)C1 (stereo unspecified)
→ -0.2, -2.9, 6.8, -0.7, -5.0, 3.2, -3.4, -0.3, 1.3
- CCN1CCN(C(=S)c2ccc([N+](=O)[O-])cc2)CC1
→ -5.0, 5.5, -6.7, -0.1, -5.4, 1.2, -4.7, 1.6, -3.1
- CCOC(=O)c1ccc(N2C(=O)c3n[nH]c(C)c3C2c2ccc(O)cc2)cc1 (stereo unspecified)
→ 2.2, 3.5, 1.1, -0.1, 1.1, -1.3, -0.7, 1.2, -3.2
- CC1(C)CC(=O)c2cn3ncnc3nc2C1
→ 0.7, 9.0, 10.8, -0.1, -8.2, 0.5, -2.0, 0.3, -2.7
- CC1CCC(N(C(=O)c2csnn2)C(C(=O)NC(C)(C)C)c2cccnc2)CC1 (stereo unspecified)
→ -1.3, 3.0, -8.8, 0.1, -1.6, 0.2, 0.4, -1.3, 0.3
- CCCn1c(SCC(=O)NC2CCCC2)nnc1C(C)C
→ 4.1, 15.3, -3.1, -0.2, 1.2, 1.6, -1.2, 3.0, -0.2
- Cc1ccc(CC(=O)Nc2nccs2)cc1C
→ -9.8, 19.7, 4.9, -0.1, 5.6, -0.7, -0.7, 3.4, 2.8
- Cc1cc(=O)oc2cc(OCC(=O)N3CCN(c4ccc(F)cc4)CC3)ccc12
→ 2.9, -4.2, -1.6, -0.3, 5.2, 6.0, 1.0, 2.2, -1.3
- COc1ccc(OC)c(NC(=S)NCc2ccc(S(N)(=O)=O)cc2)c1
→ -2.0, -18.0, -4.5, -0.7, -2.1, -3.5, -3.0, 0.6, 2.4
- Cn1cnnc1SCC(=O)Nc1ccc2nc(SCc3cccc4ccccc34)sc2c1
→ 0.8, -9.3, 12.3, -0.1, -5.5, 2.8, 0.0, 3.3, -1.4
- O=C(COC(=O)Cc1c(F)cccc1Cl)NCc1ccc2c(c1)OCO2
→ /, -2.2, -0.5, 0.2, 3.7, /, /, /, /
- Cc1cccc(-n2c(O)c(C=Nc3ccccc3-c3n[nH]c(=S)[nH]c3=O)c3ccccc3c2=O)n1
→ 6.6, -3.0, -10.2, 0.0, -2.6, 8.4, -1.3, 0.6, 0.0
- COc1ccc(-c2noc(CN3CCN(C(=O)c4cccs4)CC3)n2)c(OC)c1OC
→ 2.0, -2.0, 4.5, 0.0, -4.1, -8.3, -2.8, 1.4, 2.2
- CCOc1ccc(NS(=O)(=O)c2ccc(C(=O)N3CCCC(C)C3)cc2)cc1 (stereo unspecified)
→ -1.6, -4.1, 1.4, 0.2, 2.1, -2.4, -2.7, 3.4, 1.8
- Cc1nc(-c2nc(-c3c(C(=O)NNC(=O)c4ccc(Cl)cc4)noc3C)cs2)cs1
→ 1.8, -8.7, 6.4, 0.0, 19.6, 2.4, 0.2, 1.2, 0.0
- CCc1ccc(C(=O)Nc2ccc(S(=O)(=O)Nc3nc(C)cc(C)n3)cc2)o1
→ 0.4, -4.2, 5.5, 0.0, 0.2, 6.4, -2.4, 1.3, 1.7
- COCCCNC(=O)C1CC(=O)N(CCc2ccccc2)C1 (stereo unspecified)
→ -1.5, -1.6, 1.7, -0.1, 0.1, -0.6, 0.1, -0.8, -0.3
- CCOc1ccccc1-c1nc(C(N)=O)c2[nH]c(=O)n(-c3ccccc3)c2n1
→ 3.6, -10.5, 5.0, 0.2, -0.8, -0.2, -4.0, 3.3, -2.9
- CCOc1ccc(C)cc1-n1nc2ccccc2n1
→ 12.7, 2.5, -5.9, 0.0, 5.9, -2.8, -1.2, 0.3, -0.5
- CCOC(=O)c1cnc(SCCc2ccccc2)nc1N
→ 0.4, 2.1, 2.1, 0.0, -1.7, 1.1, 2.9, 1.8, -1.8
- CN(c1ccc(C(=O)Nc2ccc(Cl)cn2)cc1)S(=O)(=O)c1ccccc1
→ 3.6, -6.8, 13.6, 0.1, -6.2, -0.4, -3.6, 0.3, -0.8
- Cc1cccc(C(=O)NC(=S)Nc2ccc3[nH]c(=O)[nH]c3c2)c1
→ -13.9, 119.6, -26.9, -0.1, -9.8, 1.8, -2.7, -1.2, -5.1
- O=C(COC(=O)CCNS(=O)(=O)c1ccc2c(c1)OCCO2)NC1CCCc2ccccc21 (stereo unspecified)
→ 6.4, -2.3, 4.4, -0.1, 1.8, -18.9, 0.8, 2.7, -1.1
- O=C(N/N=C/C=C/c1ccccc1)C1CC1(c1ccccc1)c1ccccc1 (stereo unspecified)
→ 18.1, -7.1, -3.7, -0.2, 12.4, 3.0, 14.0, 6.2, -7.1
- CCCc1cc(=O)[nH]c(SCC(=O)Nc2ccccc2C#N)n1
→ 3.3, 3.8, -3.3, 0.0, 0.7, -2.4, 2.2, 0.6, 3.1
- CS(=O)(=O)c1ccc(Cl)c(NC(=O)COC(=O)CCc2c[nH]c3ccccc23)c1
→ 3.8, -0.8, -3.0, -0.1, -1.9, -4.1, 6.1, 0.0, -2.7
- COc1ccccc1N1CCN(C(=O)C2c3ccccc3Oc3ccccc32)CC1
→ 14.5, -1.9, -5.8, 0.5, -8.5, 0.5, -2.0, 4.9, -1.4
- COc1ccc(-c2cc(-c3cccs3)c(C#N)c(SCC(=O)NCc3ccccc3)n2)cc1
→ 10.2, -27.3, -0.4, 0.0, -0.6, 1.8, -4.4, -1.6, -0.2
- Cc1ccc(CSC(Nc2ccc(F)cc2)=C(C#N)C#N)cc1
→ 3.3, -3.7, -0.7, -0.5, -1.2, 0.1, 8.8, 2.5, 0.9
- COc1ccc(-c2csc(Nc3ccc(S(=O)(=O)Nc4cc(OC)nc(OC)n4)cc3)n2)cc1
→ 18.2, 23.0, -2.1, -0.6, 0.2, -2.7, 0.8, 2.2, -1.0
- Cc1ccc(S(=O)(=O)Nc2ccc3ccccc3n2)cc1
→ 2.7, -1.9, -2.2, -0.1, 0.3, 3.2, -2.6, -0.6, 1.4
- COc1ccc(-c2nn(-c3ccccc3)cc2CNC[C@H]2O[C@@H](n3cnc4c(N)ncnc43)[C@H](O)[C@@H]2O)cc1
→ /, 8.9, 11.6, -0.1, 0.2, /, /, /, /
- O=C(COc1ccccc1Br)Nc1ccc(S(=O)(=O)N2CCCC2)cc1
→ /, 9.2, -5.8, 0.4, 4.0, /, 9.5, 2.2, /
- CN(C#N)c1nc(N2CCOCC2)nc(N2CCOCC2)n1
→ 0.7, 20.5, -3.0, 0.0, -3.3, 1.4, -2.3, 1.9, -0.7
- COc1ccccc1C(=O)N/C(=C\c1ccc(Br)cc1)C(=O)NCCCO
→ 2.5, -5.8, 12.5, -0.1, 7.0, -0.4, 3.8, -2.7, 0.0
- COC(=O)Nc1ccc(OC)c(OC)c1
→ -1.7, -3.8, 8.3, 0.3, 5.2, -1.6, -1.2, 3.5, 0.6
- CCCCN(C)C(=O)C1CCN(C/C(C)=C/c2ccccc2)CC1
→ 0.3, /, -8.8, -0.1, 15.2, -1.5, -3.2, 0.0, -2.5

# Molecules shown so far that have a halogen:
# Screens in order: HCV core dimer, GASC-1 inh, proCasp7 act, Efflux pump mplx, procasp3 activ, CTSL1 counter, PP1 inh, PP5 primary, TPT1 inh
- CCOC(=O)/C(C#N)=C/c1cn(CCC(=O)O)nc1-c1ccc(Cl)cc1
→ -2.8, 10.3, 3.2, 0.0, 3.0, 3.0, -0.9, 1.4, -6.3
- Cc1cc(=O)oc2cc(OCC(=O)N3CCN(c4ccc(F)cc4)CC3)ccc12
→ 2.9, -4.2, -1.6, -0.3, 5.2, 6.0, 1.0, 2.2, -1.3
- O=C(COC(=O)Cc1c(F)cccc1Cl)NCc1ccc2c(c1)OCO2
→ /, -2.2, -0.5, 0.2, 3.7, /, /, /, /
- Cc1nc(-c2nc(-c3c(C(=O)NNC(=O)c4ccc(Cl)cc4)noc3C)cs2)cs1
→ 1.8, -8.7, 6.4, 0.0, 19.6, 2.4, 0.2, 1.2, 0.0
- CN(c1ccc(C(=O)Nc2ccc(Cl)cn2)cc1)S(=O)(=O)c1ccccc1
→ 3.6, -6.8, 13.6, 0.1, -6.2, -0.4, -3.6, 0.3, -0.8
- CS(=O)(=O)c1ccc(Cl)c(NC(=O)COC(=O)CCc2c[nH]c3ccccc23)c1
→ 3.8, -0.8, -3.0, -0.1, -1.9, -4.1, 6.1, 0.0, -2.7
- Cc1ccc(CSC(Nc2ccc(F)cc2)=C(C#N)C#N)cc1
→ 3.3, -3.7, -0.7, -0.5, -1.2, 0.1, 8.8, 2.5, 0.9
- O=C(COc1ccccc1Br)Nc1ccc(S(=O)(=O)N2CCCC2)cc1
→ /, 9.2, -5.8, 0.4, 4.0, /, 9.5, 2.2, /
- COc1ccccc1C(=O)N/C(=C\c1ccc(Br)cc1)C(=O)NCCCO
→ 2.5, -5.8, 12.5, -0.1, 7.0, -0.4, 3.8, -2.7, 0.0

# Screening results deposited in PubChem by several laboratories.
